# TexasRed fluor: alters Texas Red total fluorescence, flagging assay interference | TRb/SRC2 Texas Red total fluorescence interference | Potency, µM (series often up to 106 µM), without a hit: at the highest dose fluorescence change, negative = quenching | 280,000 compounds, 0.29% hits | AID 1479; active means well fitted curve in either direction with a large enough effect; inconclusive means small, poorly fitted or top-dose-only effect; further: on the % scale 0 is the no-effect control and ±100 the full control effect
#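 Flags fluorescent or light-absorbing compounds by total fluorescence, S + 2P, at 555 nm excitation and 632 nm emission. Mixture: 20 nM Texas Red SRC2 peptide, 0.6 uM human TRb LBD, 1 uM T3, 5% DMSO; compound exposure 5 h at ambient temperature.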
# RECQ1 helicase: blocks DNA unwinding by human RECQ1. Potency, µM (top dose mostly 57.3 µM), inactives show top-dose activity, negative = inhibition, actives largely listed as inhibitors. RECQ1 DNA unwinding, red fluorescence kinetic read. 240,000 compounds, 0.54% hits. AID 2549;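 further: plate controls were vehicle for no effect and no enzyme for full effect; nearly all actives have a fitted effect of over 30% in size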
#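 50 nM RECQ1T1 preincubated 15 min with compound in Tris pH 8.0 buffer with MgCl2, DTT, Tween-20 and 2.5 ug/ml poly(dI-dC); started with 200 nM TAMRA/BHQ-2 forked duplex and 2 mM ATP. Unwinding read as fluorescence (525/598 nm), two reads 2 h apart.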
# Lamin A splicing: modulators of lamin A splicing. HeLa LMNA splicing GFP/RFP minigene ratio, 48 h. Potency, µM (titrated, usually from 46.1 µM), for the others: at the top dose ratio change, negative = inhibition, actives largely listed as inhibitors. 200,000 compounds, 0.01% hits. AID 1487; active means well fitted inhibition curve with a large enough effect in the signal ratio, with a control signal flat, not every such curve was filed as active; inconclusive means small, poorly fitted or top-dose-only effect, or effect the other way, or a change in a side signal; the % refers to the signal ratio; further: on the % scale 0 is the no-effect control and ±100 the full control effect
#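 Read-out is the ratio of GFP to DsRed2 object intensity, acquired by 488 nm laser-scanning cytometry on HeLa lamin A-EGFP minigene reporter cells. Compound incubation 48 hrs at 37 °C in Opti-MEM with 2% FBS; DMSO 0.5% final.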
# GoLoco inh red: blocks human Gai1 binding to RGS12 GoLoco peptide, red readout; 230,000 compounds, 0.44% hits; Potency, µM (top dose mostly 61.6 µM), inactives show at the top dose activity, negative = inhibition, usual class: inhibitors; P63096; AID 880; Gai1:RGS12 GoLoco peptide FP, rhodamine, 10 min; active means well fitted inhibition curve with a large enough effect, not every such curve was filed as active; inactive means no such curve, though single readings can be large or run the other way; further: on the % scale 0 is the no-effect control and ±100 the full control effect; nearly all actives have a fitted effect of over 30% in size; many of its hits are not listed in these tables
# KDM4E inh: JMJD2E (human) inhibition. B2RXH2. JMJD2E catalytic domain, FDH-coupled NADH fluorescence (FDH is formaldehyde dehydrogenase). Potency, µM (titrated, usually from 57.1 µM), for the others: top-dose activity change, negative = inhibition, hits mostly inhibitors. 230,000 compounds, 1.6% hits; active means well fitted inhibition curve with a large enough effect, not every such curve was filed as active; inconclusive means small, poorly fitted or top-dose-only effect, or another doubt; inactive means no such curve, though single readings can be large or run the other way;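 further: 0% = wells with enzyme and -100% = buffer wells without enzyme; nearly all actives have a fitted effect of over 50% in size; many of its hits are not listed in these tables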
# SMN2 splice enh: increases expression of the SMN2 splice variant; AID 1458; Potency, µM (series often up to 46.1 µM), for the others: at the highest dose activity change, positive = activation, usual class: activators; HEK293 SMN2-luciferase splicing reporter, luminescence, 30-36 h; 210,000 compounds, 2.8% hits; further: % of control where 0% means no effect; nearly all actives have a fitted effect of over 55% in size
#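 qHTS luciferase splicing reporter: luminescence rises when SMN2 exon 7 is included in transfected HEK293 cells. Compound exposure lasted 30-36 h at 37C, with 4.5 mM final sodium butyrate as control, followed by a ONE-Glo read.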
# ALDH1A1 inh: ALDH1A1 (human) enzyme inhibition; Purified ALDH1A1, NADH fluorescence, propionaldehyde substrate; Potency, µM (series often up to 75.3 µM), for inactives: at the top dose activity, negative = inhibition, actives largely listed as inhibitors; 220,000 compounds, 7.3% hits; AID 1030; active means well fitted inhibition curve with a large enough effect, not every such curve was filed as active; inconclusive means small, poorly fitted or top-dose-only effect, or another doubt; inactive means no such curve, though single readings can be large or run the other way;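 further: plate controls were no enzyme wells and a reference inhibitor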
# Target sequence (P00352 whole entry, looked up): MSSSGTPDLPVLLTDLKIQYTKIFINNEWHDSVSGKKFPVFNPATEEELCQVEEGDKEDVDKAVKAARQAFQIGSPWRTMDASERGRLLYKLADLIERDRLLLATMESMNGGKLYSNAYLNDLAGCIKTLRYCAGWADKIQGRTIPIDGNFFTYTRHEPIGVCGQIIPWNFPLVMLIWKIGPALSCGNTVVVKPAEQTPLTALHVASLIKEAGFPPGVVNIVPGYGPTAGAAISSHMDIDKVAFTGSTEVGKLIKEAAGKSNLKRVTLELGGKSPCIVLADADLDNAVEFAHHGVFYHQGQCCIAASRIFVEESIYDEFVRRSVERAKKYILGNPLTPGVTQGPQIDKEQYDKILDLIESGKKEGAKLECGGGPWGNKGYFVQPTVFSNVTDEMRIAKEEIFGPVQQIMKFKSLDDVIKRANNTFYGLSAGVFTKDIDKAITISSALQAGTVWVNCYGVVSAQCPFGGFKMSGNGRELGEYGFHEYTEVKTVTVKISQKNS
# TRb-SRC2 inh: disrupts binding of human TR beta to SRC2; P10828; 280,000 compounds, 0.065% hits; TRbeta-SRC2 peptide binding, fluorescence polarization; receptor liganded with 1 µM T3; Potency, µM (series often up to 106 µM), for the others: at the highest dose activity change, negative = inhibition, actives largely listed as inhibitors;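 further: plate controls were bound peptide for no effect and peptide without receptor for full effect; nearly all actives have a fitted effect of over 50% in size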
# Target sequence (P10828 whole entry, looked up): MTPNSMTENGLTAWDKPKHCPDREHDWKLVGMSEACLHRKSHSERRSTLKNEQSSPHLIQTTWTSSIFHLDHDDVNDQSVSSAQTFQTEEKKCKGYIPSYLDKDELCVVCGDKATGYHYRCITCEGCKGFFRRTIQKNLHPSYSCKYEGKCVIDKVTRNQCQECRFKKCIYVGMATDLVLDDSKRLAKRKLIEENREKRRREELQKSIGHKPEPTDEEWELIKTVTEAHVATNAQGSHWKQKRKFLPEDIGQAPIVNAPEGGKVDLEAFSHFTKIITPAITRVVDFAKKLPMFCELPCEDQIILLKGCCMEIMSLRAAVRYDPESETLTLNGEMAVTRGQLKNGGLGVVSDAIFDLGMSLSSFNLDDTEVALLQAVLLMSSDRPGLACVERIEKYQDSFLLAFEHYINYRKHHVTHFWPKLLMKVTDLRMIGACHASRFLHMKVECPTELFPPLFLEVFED
#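 A fluorescence polarization screen tested compounds at multiple concentrations against complex formation between 0.6 uM TRb ligand-binding domain and 20 nM Texas Red SRC2 peptide, with 1 uM T3 present; readout after 5 hr.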
# * marks the source's active call; other numbers are inactive results; i = inactive; ? = inconclusive; . = no result given; [ ] = remark or other dose. Unless noted, the call rests on the fitted dose curve; in most records, active means well fitted curve in the direction sought with a large enough effect; inconclusive means small, poorly fitted or top-dose-only effect, or another doubt; inactive means no such curve, though single readings can be large; an effect the other way counts as inactive or inconclusive. Potency means the concentration at half of the fitted maximal effect. Not all compounds are listed; the hit share may differ from the screen's.
molecule	SMN2 splice enh	ALDH1A1 inh	Lamin A splicing	TRb-SRC2 inh	TexasRed fluor	GoLoco inh red	RECQ1 helicase	KDM4E inh
CCc1nnc(NS(=O)(=O)c2ccc(N=CC3=C(O)CC(C)(C)CC3=O)cc2)s1	.	?	.	4%	-3%	2%	-3%	-7%
CCOC(=O)C1=C(O)C(=O)N(Cc2ccc(C(C)(C)C)cc2)CC1	.	14µM*	.	-5%	0%	0%	i	4%
O=c1c(CCc2ccccc2)nc2cnc(N3CCOCC3)nc2n1-c1ccccc1	.	?	7%	.	.	55%[activator]	-7%	.
N#Cc1ccccc1-c1ccc2ncnc(N3CCNCC3)c2c1	6%	-11%	?	0%	-3%	2%	-5%	?
COCCCNCC(=O)c1c(N)n(Cc2ccccc2)c(=O)n(C)c1=O	-4%	0%	-2%	-5%	-3%	-6%	-7%	-17%
COc1ccc(/C=C2\NC(=O)[C@@H]3Cc4ccccc4CN3C2=O)cc1	4%	?	.	1%	0%	4%	1%	-5%
CCCC(=O)c1c(NC)cc(C)oc1=O	-10%	?	?	12%	1%	-3%	-4%	-1%
Cc1ccc(-n2ncc(N(C)C)c(Cl)c2=O)cc1	?	5%	?	-2%	-4%	-4%	14%	1%
Cc1ccc(NS(=O)(=O)c2cc(C(=O)N3CCCC3)ccc2C)cc1C	10%	-16%	?	6%	-1%	5%	i	7%
Cc1ccc(NC(=O)c2cc(-c3cccs3)nc3ccccc23)nc1	.	?	?	-3%	-2%	0%	-24%	?
CC(C)(C)CC(C)(C)c1ccc(OCOCCOCCO)c(Cc2cc(C(C)(C)CC(C)(C)C)cc(Cc3cc(C(C)(C)CC(C)(C)C)ccc3OCOCCOCCO)c2OCOCCOCCO)c1	-11%[20.6 µM]	5%[20.9 µM]	?	7%[53 µM]	0%[53 µM]	9%[21.6 µM]	-1%[25.9 µM]	2%[25.5 µM]
CC(=O)Nc1ccc2nc(CN3CCC(CO)(CCc4ccccc4)CC3)ccc2c1	.	.	.	-7%	5%	-6%	-2%	-6%
COC(=O)CCN(C(=O)c1ccc([N+](=O)[O-])cc1)c1ccccn1	.	.	.	-11%	-2%	8%	-2%	8%
CN(C)CCCN(C(=O)c1cccs1)c1nc2cc3c(cc2s1)OCO3	19%	5%	.	-8%	-1%	-4%	-3%	4%
CC(CN1C(C)CCCC1C)OC(=O)c1ccc(Cl)cc1Cl (stereo not given)	-3%	8%	.	0%	-1%	-2%	i	2%
Cc1ccc(NC(=O)Cn2c(-c3ccc(F)cc3)cnc2SCC(=O)Nc2c(C)cccc2C)cc1	-5%[1.84 µM]	0%	-17%	-2%	1%	6%	-1%	4%
CC(=O)Nc1cccc(-c2csc(Nc3ncccn3)n2)c1	3.5µM*	?	-25%[46 µM]	-3%	-2%	-6%	-2%	3%
O=C1c2sc3nc4c(c(=O)n3c2C(=O)N1c1ccccc1)CCC4	.	?	-11%	4%	-3%	.	-3%	1%
Cc1nn(C)c(-c2n[nH]c(=S)n2Cc2ccco2)c1Cl	-2%	-3%	1%	1%	-25%	15%	-13%	-5%
CS(=O)(=O)N(CC(=O)NCc1cccnc1)Cc1ccc(Cl)cc1	-5%	1%	6%	0%	-1%	4%	-2%	-4%
Cc1ccccc1NC(=O)c1cc(S(=O)(=O)N2CCOCC2)ccc1F	5%	7%	3%	1%	0%	4%	-4%	3%
CSc1nnc(C(C)(C)C)c(=O)n1/N=C/c1ccccc1O	.	.	.	2%	-1%	12%	-21%	3%
Cc1cccc(NC(=O)CCN2C(=O)C3C4CCC(C4)C3C2=O)c1C (stereo not given)	-13%	-56%	-5%	0%	-2%	-2%	-18%	2%
COC(=O)C(Cc1ccccc1)NC(=O)CNS(=O)(=O)c1ccc(Br)cc1 (stereo not given)	-3%	0%	28%[46 µM]	-3%	-2%	3%	-14%	1%
COc1cc(CNCCCN2CCOCC2)ccc1OCC(=O)Nc1cccc(C(F)(F)F)c1	0%	14%	10%[0.0737 µM]	-4%	-1%	11%	-10%	-1%
C[C@H]1Cc2c(COc3ccccc3)nc3c(c2CO1)CN(S(=O)(=O)c1ccc(C#N)cc1)CC3	0%[9.22 µM]	6%[13.5 µM]	16%[9.22 µM]	-4%[11.2 µM]	-2%[11.2 µM]	7%[14.2 µM]	i[11.5 µM]	-1%[11.4 µM]
Cc1ccc(S(=O)(=O)NCCCC(=O)C=[N+]=[N-])cc1	0%	13µM*	-1%	-6%	-7%	9%	-3%	4%
COc1ccc(CN(CCC(c2ccc(F)cc2)C2CCOC(C)(C)C2)C(=O)c2ccco2)cc1 (stereo not given)	-32%[inhibitor]	?	?	-3%	-1%	8%	25µM*	-22%
COC(=O)c1c(C)cc(OC)cc1O	1%	-4%	?	-7%	-5%	6%	-10%	-1%
COC(=O)c1cn(C(C)C(=O)NCc2ccco2)c2ccccc12 (stereo not given)	36%	-2%	-4%	7%	2%	-17%	0%	2%
COc1cccc(CN2CCNC(=O)C2CC(=O)NCCc2nc(C)c(C)s2)c1OC (stereo not given)	2%	-10%	?	3%	1%	12%	i	-18%
Cc1cc(C)nc(N2CCCC(C(=O)NCCc3ccccc3F)C2)n1 (stereo not given)	0%	4%	-1%	-4%	3%	-9%	i	0%
CC(C)Nc1ccc(C(CC(N)=O)NC(=O)Cc2ccc(Cl)cc2)cc1[N+](=O)[O-] (stereo not given)	.	.	.	0%	1%	2%	i	-3%
O=C(CNC1CCCCC1)NCC1(c2ccccc2)CCCC1	.	4%	?	-1%	0%	15%	-2%	-13%
Cc1cc(C(=O)CSc2cccc[n+]2[O-])c(C)n1-c1ccc(OC(F)F)cc1	.	.	.	-1%	0%	1%	i	-15%
COc1ccc(NC(=O)c2cccnc2)c([N+](=O)[O-])c1	10%	2%	.	3%	-2%	10%	i	1%
Cc1cc(=O)[nH]c(SCCCOc2ccc3c(c2)CCC3)n1	-44%[inhibitor]	6%	?	-2%	0%	2%	-5%	0%
Cn1c(Cc2cccc3ccccc23)nnc1SCC(=O)N1CCN(c2ccccc2)CC1	-42%[inhibitor]	8%	1%	-3%	0%	9%	-4%	-1%
O=S(=O)(NCc1ccccc1)c1ccc(Br)c2nsnc12	.	.	.	3%	0%	-1%	9%	?
Cc1noc(C)c1COc1ccc(C(=O)OCC(=O)NCc2ccccc2Cl)cc1	18%	-6%	-10%	-6%	-1%	-4%	-3%	-5%
Cc1cc(C)c2nc(N3CCC(C(=O)N4CCN(c5ncccn5)CC4)CC3)sc2c1	-22%	?	8%	-4%	2%	-3%	i	0%
Cc1cccc(CNc2ccc(C(CC(N)=O)NC(=O)Cc3cccc4ccccc34)cc2[N+](=O)[O-])c1 (stereo not given)	.	.	.	7%	0%	-1%	i	5%
CN(C)c1ccc(-c2nn3c(-c4cccnc4)nnc3s2)cc1	-15%	?	-4%	-4%	-10%	-6%	i	?
CCc1ccc(C2=NN(CCC(=O)NC3CC3)C(=O)CC2)cc1	-2%	13%	-11%	-1%	8%	5%	-1%	0%
O=c1oc2cc(Oc3ccc(C(F)(F)F)cc3[N+](=O)[O-])ccc2c2c1CCC2	1%	16µM*	-1%	2%	7%	-7%	-5%	?
Cc1ccc(OCCOCCn2ccnc2)c(Br)c1	1%	-10%	-13%	12%	3%	-6%	-5%	-14%
CCOC(=O)c1nnc2c(Br)c(-c3ccccc3)nn2c1C	-57%[inhibitor]	?	1%	2%	-3%	5%	-2%	6%
COc1ccc(NC(=O)c2ccc(S(=O)(=O)N3CCOCC3)cc2)c(OC)c1	-11%	?	-6%	-7%	-8%	2%	-2%	3%
COc1ccc(-n2c(C)c([N+](=O)[O-])c3ccc(O)c(CN4CCCCC4)c32)cc1	-6%	?	-5%	-15%	5%	-19%	i	-7%
Cc1cc(C)c2nc(C(F)(F)F)nc(NCCCN3CCOCC3)c2c1	-11%	-11%	?	-6%	0%	4%	-4%	-16%
COc1cc(C(=O)OCC2CC(c3ccccc3)=NO2)cc(OC)c1OC (stereo not given)	2%	?	-10%[46 µM]	-4%	-4%	4%	i	-6%
c1ccc(OCc2nn3c(-c4n[nH]c5c4CCC5)nnc3s2)cc1	10%	2%	-2%	9%	2%	0%	0%	1%
CC(=O)c1ccc(N(C(=O)c2csnn2)C(C(=O)NC(C)(C)C)c2cccs2)cc1 (stereo not given)	.	5%	.	-1%	2%	11%	20%	-10%
CCN(CC)C(=O)CN(c1ccc(Cl)cc1)S(=O)(=O)c1ccccc1	9%	6%	2%	8%	-5%	0%	-3%	5%
CCOc1ccc(OCC)c(NC(=O)c2ccc(CNc3c(N4CCCC4)c(=O)c3=O)cc2)c1	.	.	.	-6%	-3%	8%	8%	-13%
O=C(CN1CCCC1)OCCCc1ccccc1	1%	?	11%	6%	-4%	15%	-2%	11%
Clc1ccccc1-c1nc(N/N=C/c2cccnc2)c2ccccc2n1	-20%	?	?	-1%	-1%	8%	i	1%
COc1ccc(N2CCN(C(=O)CCCCCn3c(=O)[nH]c4ccsc4c3=O)CC2)cc1	-14%	-3%	?	8%	-2%	8%	-1%	4%
Cc1cc(N/C=C\c2nnnn2-c2ccc(F)cc2)no1	11%	12%	6%	-2%	-1%	7%	i	8%
c1ccc(Cn2nnnc2C(c2cccnc2)N2CCN(c3ccccc3)CC2)cc1 (stereo not given)	-19%	-3%	-5%	-2%	-3%	-1%	-9%	-2%

# (listing goes on)
molecule	SMN2 splice enh	ALDH1A1 inh	Lamin A splicing	TRb-SRC2 inh	TexasRed fluor	GoLoco inh red	RECQ1 helicase	KDM4E inh
CN(C)Cc1c(-c2ccc(Cl)cc2)nc2ccccn12	13µM*	4%	.	-8%	-1%	12%	-13%	?
CCOc1[nH]n(-c2ccccc2)c(=O)c1C=Nc1ccccc1	12%	-10%	9%[9.22 µM]	-8%	-2%	-6%	-3%	0%
CSc1c(SCc2ccccc2)cnn(Cc2ccccc2)c1=O	-6%	11µM*	?	2%	-10%	-24%	-5%	13µM*
O=c1cc(-c2ccccc2)nc(SCc2ccccc2)[nH]1	-5%	4%	-4%	10%	-1%	6%	-2%	-2%
